Screening data deposited in PubChem by National Center for Advancing Translational Sciences (NCATS).
pAkt inh: inhibitors of Akt phosphorylation | Neuro2A IGF-stimulated pAkt S473 HTRF, 20 min; active compounds read low | 360,000 tested, 0.32% active | AID 651550 | activity change, % for hits at 50 µM; in the data active = activity change below about -80%; inconclusive = mostly about -51% to -80%; note: % is set by controls: 0 for no effect and ±100 for the full control effect
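Neuro2A cells in DMEM with 0.5% FBS, overnight at 37 deg C, given compound at single 50 µM final, then IGF (6 nM final) for 20 min at 37 deg C. Lysed; phospho-Akt Ser473 by HTRF after 24 h, 665/615 ratio.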
TDP43 rescue: rescues yeast growth from TDP-43 toxicity | TDP-43 expressing yeast growth rescue, BacTiter-Glo, 24 h | Potency, µM (top dose mostly 46.1 µM), for inactives: top-dose growth rescue (activation), usual class: activators | 410,000 tested, 1.8% active | AID 652104; note: potency is the fitted concentration of half-maximal effect; % of control where 0% means no effect; nearly all actives have a fitted effect of over 50% in size
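In this qHTS, compounds that restore growth of yeast expressing TDP-43 appear as activators. Cells (OD600=0.02, galactose medium, raffinose-pregrown) are incubated with compound 24 hr at 30 deg C and growth is quantified by BacTiter-Glo.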
D3 antag: blocks the human D3 dopamine receptor | D3R cells, DiscoveRx beta-arrestin luminescence, antagonist mode; active compounds read low | AID 652054 | 360,000 tested, 2.5% active | P35462 | max response, negative = inhibition, %; in the data active = max response below about -50%; inconclusive = no clear call, values can overlap the other calls; note: % is set by controls: 0 for no effect and ±100 for the full control effect; mostly tested at two doses, the higher about 12 µM
Target sequence (P35462 whole entry, looked up): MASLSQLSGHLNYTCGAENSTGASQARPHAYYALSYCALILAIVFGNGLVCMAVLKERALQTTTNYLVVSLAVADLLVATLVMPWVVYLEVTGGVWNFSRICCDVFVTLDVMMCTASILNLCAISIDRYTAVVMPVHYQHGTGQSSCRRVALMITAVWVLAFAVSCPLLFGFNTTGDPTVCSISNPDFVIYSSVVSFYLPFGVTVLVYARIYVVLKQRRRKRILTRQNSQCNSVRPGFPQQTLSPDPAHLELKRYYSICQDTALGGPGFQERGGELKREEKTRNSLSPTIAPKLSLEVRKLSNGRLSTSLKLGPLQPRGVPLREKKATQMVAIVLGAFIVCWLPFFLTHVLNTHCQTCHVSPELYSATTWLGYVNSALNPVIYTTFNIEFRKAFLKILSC
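Cells plated overnight at 1500 cells/well, then exposed to library compounds with dopamine controls for 90 minutes at 37 degrees C. DiscoveRx reagent added for 30–60 minutes at room temperature; luminescence read, quantitative HTS format.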
Abeta rescue: A-beta toxicity reversal in yeast; 410,000 tested, 0.063% active; yeast expressing A-beta42, growth rescue, OD600, 48 h; response scale: 0% DMSO, 100% iron-clioquinol control; Potency, µM (doses to about 46.1 µM), for the others: at the highest dose growth rescue, actives largely listed as activators; note: potency is the fitted concentration of half-maximal effect; nearly all actives have a fitted effect of over 55% in size
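Growth rescue measured by 600 nm absorbance after 48 h yeast culture at 30 C with compound. Values normalized between DMSO and an equimolar ferric chloride plus clioquinol control.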
GLP1R inv ag: inverse agonists of human GLP-1 receptor | HEK293 GLP-1R CRE-luciferase, luminescence, 24 h; GLP-1R form is constitutively active | Potency, µM (highest dose often 38.3 µM), inactives show at the top dose activity change, negative = inhibition, actives largely listed as inhibitors | 410,000 tested, 1.6% active | AID 624417; note: potency is the fitted concentration of half-maximal effect; % is set by controls: 0 for no effect and ±100 for the full control effect; nearly all actives have a fitted effect of over 55% in size
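GLP-1R inverse agonism mode: basal reporter luminescence in engineered HEK293 cells measured after one day of compound exposure at 37 deg C, with a 12 min room-temperature detection step.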
FUS yeast rescue: suppressors of FUS proteinopathy in yeast; 390,000 tested, 0.24% active; S. cerevisiae FUS-expressing, growth rescue, OD600, 24 h; AID 1347120; Potency, µM (top dose mostly 76.6 µM), for inactives: at the highest dose growth rescue (activation), hits mostly activators;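 note: potency is the fitted concentration of half-maximal effect; plate controls were DMSO vehicle for no effect and reference control for full effect; nearly all actives have a fitted effect of over 55% in size; some results filed as inactive show a strong effect at the top dose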
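Yeast FUS proteinopathy model; galactose-induced FUS (2%), starting OD 0.005. Cpds in dilution series, 24hr, 30C, 99% humidity. Abs 600 nm growth. Pos ctrl CP55940 (top 92uM final); neg ctrl DMSO.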
PTHR1 agonist: agonists of human PTHR1 parathyroid hormone receptor; AID 743266; HEK293 GP2 PTHR1 cells, GloSensor cAMP luminescence, 1 h; 410,000 tested, 0.075% active; Potency, µM (titrated, usually from 115 µM), without a hit: at the highest dose activation, actives largely listed as activators; note: potency is the fitted concentration of half-maximal effect; nearly all actives have a fitted effect of over 55% in size; some results filed as inactive show a strong effect at the top dose; inactives centre near -15; many of its hits are not listed in these tables
Target sequence (Q03431 whole entry, looked up): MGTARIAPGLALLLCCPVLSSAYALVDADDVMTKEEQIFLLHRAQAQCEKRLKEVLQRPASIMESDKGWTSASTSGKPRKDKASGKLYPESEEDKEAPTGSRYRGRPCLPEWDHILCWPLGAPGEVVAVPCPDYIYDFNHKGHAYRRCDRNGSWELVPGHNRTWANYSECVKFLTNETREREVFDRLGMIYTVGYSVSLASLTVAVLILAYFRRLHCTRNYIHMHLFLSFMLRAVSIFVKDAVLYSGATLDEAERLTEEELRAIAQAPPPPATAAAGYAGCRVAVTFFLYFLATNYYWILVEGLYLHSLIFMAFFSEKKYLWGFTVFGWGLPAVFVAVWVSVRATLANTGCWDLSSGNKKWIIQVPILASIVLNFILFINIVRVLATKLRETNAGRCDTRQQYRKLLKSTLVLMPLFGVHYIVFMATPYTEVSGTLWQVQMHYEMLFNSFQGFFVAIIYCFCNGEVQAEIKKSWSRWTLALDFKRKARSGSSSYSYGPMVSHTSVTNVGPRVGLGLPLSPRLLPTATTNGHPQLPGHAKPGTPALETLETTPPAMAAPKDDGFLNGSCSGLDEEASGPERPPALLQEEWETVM
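HEK-293-derived GP2 cells expressing PTHR1 and a GloSensor cAMP reporter, 3,000/well, plated overnight, given luciferin plus IBMX (each 0.5 mM as added) for 1 h at 37 °C, then compound for 1 h at 37 °C. Luminescence was read after 15 min at room temperature.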
GLP-1R agonist: GLP-1 receptor (human) agonism. P43220. HEK293 GLP-1R CRE-luciferase, luminescence, 4-6 h; cells express a hypersensitive GLP-1R form. Potency, µM (titrated, usually from 45.6 µM), inactives show top-dose activation, most hits filed as activators. 380,000 tested, 0.007% active. AID 624172; note: potency is the fitted concentration of half-maximal effect; % of control where 0% means no effect
aSyn yeast inh: rescues yeast growth from alpha-synuclein toxicity. Yeast expressing alpha-synuclein, growth rescue, BacTiter-Glo, 24 h. Potency, µM (series often up to 46.1 µM), without a hit: at the highest dose growth rescue (activation), usual class: activators. 370,000 tested, 0.14% active. AID 652106; note: potency is the fitted concentration of half-maximal effect; % of control where 0% means no effect; nearly all actives have a fitted effect of over 65% in size
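Screening used galactose-induced yeast with toxic alpha-synuclein levels, exposed to compound for 24 hr at 30 deg C. Cell growth, read with BacTiter-Glo luminescence, gave the measured signal.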
The depositor's hits bear a star; i = inactive; ? = inconclusive; . = no result given; & = joins results of further samples; [ ] = another dose, or the depositor's remark. Unless noted, calls come from the whole dose curve; as a rule, active = well fitted curve in the direction sought with a large enough effect; inconclusive = small, poorly fitted or top-dose-only effect, or another doubt; inactive = no such curve, though single readings can be large; an effect the other way counts as inactive or inconclusive. Not all compounds are listed (hit frequency here may not be typical).

SMILES | pAkt inh | TDP43 rescue | D3 antag | Abeta rescue | GLP1R inv ag | FUS yeast rescue | PTHR1 agonist | GLP-1R agonist | aSyn yeast inh
O=C(NCc1ccco1)c1c[nH]c2ccc(S(=O)(=O)N3CCOCC3)cc2c1=O | i | -7% | ? | 0% | 12% | 14% | i | 1% | 0%
S=C1SCN(CCc2ccccc2)CN1CCc1ccccc1 | i | ? | -23 | -1% | ? | 7% | i | -4% | -2%
Cc1ccc(NC(=O)CN2C(=O)NC(C)(C3CC3)C2=O)c(C)c1 (configuration not stated) | i | 6% | 19 | -3% | 1% | -12% | ? | -5% | 4%
CN(CC(=O)Nc1ccccc1N1CCOCC1)S(=O)(=O)c1ccc(Cl)cc1 | i | -16% | 45 | -7% | 14% | 4% | -27%[57.5 µM] | -6% | -15%
Cc1onc(-c2ccccc2Cl)c1C(=O)N1CC(C)OC(C)C1 (configuration not stated) | . | -7% | 10 | 1% | 0% | 13% | -4%[57.5 µM] | -11% | 0%
CCN(CC)C(=O)CSc1nnc(CSc2ncccn2)n1C | i | 9% | 2 | 19% | 6% | -2% | -9% | -1% | -1%
COc1ccc(C(=O)CSc2nc3ccccc3n2CC(=O)c2ccccc2)cc1 | i | 14% | 19 | 23% | ? | 15% | -5% | -2% | 24%
COc1cccc(CN2CCN(Cc3cc4ccccc4[nH]3)CC2CCO)c1 (configuration not stated) | i | 12% | -7 | -2% | ? | -16% | i | 14% | -5%
COc1cccc(C(=O)NC(=S)NCc2ccco2)c1 | i | ? | 8 | ? | 16% | . | -12% | 7% | 6%
CS(=O)(=O)N1CCN(c2cccc(Cl)n2)CC1 | i | 18% | -1 | -7% | -6% | 10% | i | -9% | 3%
O=C(C1CC1)N1CCN(c2ccc(F)cc2)CC1 | i | 16% | 17 | 5% | 4% | -16% | -9% | 0% | 3%
COc1ccccc1NC(=O)c1oc2ccccc2c1NC(=O)COc1cccc(C)c1 | . | 9% | . | -12% | 7% | -13% | -26% | . | .
COc1ccc(-c2noc(CCc3ccccc3)n2)cc1 | i | 18µM* | 8 | 9% | 0%[7.66 µM] | 8% | i | 4% | -11%
CCOC(=O)C1=C(C)NC(C)=C(C(=O)OCC)C1C(=O)OCC(=O)N1CCCCC1CC (configuration not stated) | i | -18%&-8% | -18&48 | -5%&12% | 10%&-14% | 22%&9% | -6%[57.5 µM] | 14%&-11% | -5%&0%
COCCC(=O)N1CCC(Oc2ccc(C(=O)NCCc3cnn(C)c3)cc2)CC1 | i | -2% | 2 | 9% | -5% | -4% | ? | 2% | 0%
COc1ccc(C(=O)Nc2ccc(C(=O)OCC(=O)c3ccccc3)cc2)cc1 | i | -25% | -7 | 0% | 6% | 13% | 21% | 3% | 0%
O=C(Nc1cccnc1)C1CC(c2ccc(Cl)c(Cl)c2)=NO1 (configuration not stated) | i | -13% | -12 | -15% | -1% | -5% | -12%[57.5 µM] | 12% | 14%
CC1CC1C(=O)OCC(=O)NNC(=O)c1ccc([N+](=O)[O-])cc1 (configuration not stated) | i | 6% | -19 | -2% | 0% | . | -25% | -1% | 12%
CC(C)CN(C(=O)c1cccc(Cl)c1)c1c(N)n(CC(C)C)c(=O)[nH]c1=O | i | -5% | -24 | 1% | 7% | -6% | -22% | 9% | 0%
CN(CCc1ccccc1)C(=O)c1ccc(NC(=O)Cc2ccc(NC(=O)C3CCCN(C(=O)C4CCC4)C3)cc2)cc1 (configuration not stated) | i | 9% | 5 | 1% | -25% | ? | -52%[inhibitor] | 6% | 0%
C(=NN1CCCCCC1)c1ccc2c(c1)OCO2 | i | -5% | -3 | -6% | -21% | 1% | -48%[inhibitor] | -18% | 7%
COc1ccc(NC(=O)C2=C(C)Nc3ncnn3C2c2ccccc2C(F)(F)F)c(OC)c1 (configuration not stated) | i | 20% | -3 | 6% | 2% | 1% | i | -17% | 10%
COc1ccc(F)cc1S(=O)(=O)NCCN1CCOCC1 | i | -15% | -18 | -11% | 19% | 10% | i | -2% | -4%
CCOC(=O)[C@@H]1[C@H]2COc3ccccc3[C@@H]2N2C(=O)N(c3ccc(Cl)cc3)C(=O)[C@@]12C | i | 0% | 2 | 3% | -6% | 11% | -17% | -1% | 3%
COc1cccc(CN2CCC(C(=O)N3CCN(Cc4ccc5c(c4)OCO5)CC3)CC2)c1OC | i | -28% | -17 | -8% | -31% | . | i | -3% | -2%
c1ccc(C2NCCc3ccccc32)cc1 (configuration not stated) | i | -21% | -14 | -7% | ? | -1% | -13% | 3% | 0%
NC(=O)C1CCN(c2nc(-c3cccs3)cs2)CC1 | . | . | . | 0% | . | 24% | -7% | -2% | .
Cc1cccc2sc(NC(=O)CNS(=O)(=O)c3ccc(Br)s3)nc12 | i | -31% | 19 | -3% | -8% | 17% | 4%[57.5 µM] | -6% | -6%
CC(=O)OCC(=O)[C@@]1(O)CC[C@H]2[C@@H]3CCC4=CC(=O)CC[C@]4(C)[C@H]3[C@@H](O)C[C@@]21C | i | ? | -11&1 | -5%&8% | -16%&-15% | -3%&-25% | -22%&-17% | -1%&13% | 0%&0%
Cc1ccc(C)c(NC(=O)c2cc[n+](C)cc2)c1 | i | 5% | -11 | 1% | -7% | -7% | 6% | -7% | 0%
Cn1cc(/C=C/C(=O)c2ccccc2)c2ccccc21 | i | 19% | -7 | -6% | ? | -4% | -31%[inhibitor] | -2% | 1%
COc1ccc(NC(=O)c2sc3nc(-c4cccnc4)ccc3c2N)cc1 | i | -10% | 8 | -8% | 2% | 17% | i | 4% | 1%
Cc1ccc(C(=O)N2CCN(c3ccccn3)CC2)cc1C | i | 0% | 2 | 2% | 12% | -12% | i | -3% | -1%
COc1ccc(C(=O)COC(=O)c2c(-c3ccccc3)noc2C)c(OC)c1 | i | -4% | 8 | -3% | 12% | -18% | -9% | -10% | -2%
CCn1c(SCC(=O)NCc2ccc3c(c2)OCO3)nnc1-c1c[nH]c2ccccc12 | i | 12% | -10 | -8% | -7% | 14% | -21%[57.5 µM] | 3% | 0%
Cc1c(OCC(=O)NCCCN2CCCC2=O)ccc2c3c(c(=O)oc12)CCC3 | i | -10% | -7 | -11% | 39%[activator] | 24% | ? | -3% | 3%
Cn1ncc(Cl)c1C(=O)NCc1ccc(Cl)cc1 | i | 1% | 6 | -3% | -1% | . | -65%[inhibitor] | 11% | -3%
Cc1ccc(S(=O)(=O)/C=C/c2ccccc2)cc1 | i | 13% | -10 | -12% | -13% | . | i | 3% | 6%
Cc1ccc(CNCCCn2cnc3c(OCc4ccccc4)ncnc32)o1 | i | -18% | 3 | -18% | -27% | -6% | 18% | -4% | -6%
O=C(O)CN(c1ccccc1)S(=O)(=O)c1cc(C(F)(F)F)cc(C(F)(F)F)c1 | i | -23%[0.397 µM] | -8 | 8% | 1% | ? | 20% | 1% | -1%

An excerpt of these results, with values under each structure.
Values run as follows: pAkt inh | TDP43 rescue | D3 antag | Abeta rescue | GLP1R inv ag | FUS yeast rescue | PTHR1 agonist | GLP-1R agonist | aSyn yeast inh
C(=NN1CCCCCC1)c1ccc2c(c1)OCO2
    i | -5% | -3 | -6% | -21% | 1% | -48%[inhibitor] | -18% | 7%
COc1ccc(NC(=O)C2=C(C)Nc3ncnn3C2c2ccccc2C(F)(F)F)c(OC)c1 (configuration not stated)
    i | 20% | -3 | 6% | 2% | 1% | i | -17% | 10%
COc1ccc(F)cc1S(=O)(=O)NCCN1CCOCC1
    i | -15% | -18 | -11% | 19% | 10% | i | -2% | -4%

(list continues)
SMILES | pAkt inh | TDP43 rescue | D3 antag | Abeta rescue | GLP1R inv ag | FUS yeast rescue | PTHR1 agonist | GLP-1R agonist | aSyn yeast inh
COc1cc(C(=O)NCC2CCCO2)ccc1OCc1ccc(Cl)cc1Cl (configuration not stated) | i | ? | 0 | 17% | ? | ? | -44% | 19% | -15%
COc1ccc(CCNC(=O)[C@H](C)N2C(=O)N3CCc4c([nH]c5ccccc45)[C@@]3(C)C2=O)cc1 | i | ? | -20 | -6% | ? | 15% | -14% | 14% | ?
O=C(Oc1cccc(/C=N/NC(=O)c2ccccn2)c1)c1ccc([N+](=O)[O-])cc1 | i | 7% | 1 | -16% | 2% | -7% | -32%[inhibitor] | -11% | 4%
CCC(C)c1ccc(OCC(=O)Nc2cccc(C(=O)Nc3ccc(C(=O)O)cc3)c2)cc1 (configuration not stated) | i | ? | -1 | 3% | ? | 15% | -3% | -5% | -5%
CCOC(=O)C1CCN(S(=O)(=O)c2ccc(NC(C)=O)c(Cl)c2)CC1 | i | 0% | 2 | -9% | 2% | -11% | -16% | 0% | -4%
S=c1[nH]c(-c2ccccc2)cn1/N=C/c1ccncc1 | i | -8% | -23 | 9% | 5% | 15% | 18% | 3% | 1%
O=C(Nc1ccc(N2CCCCC2)c(Cl)c1)c1ccc(N2CCOCC2)c([N+](=O)[O-])c1 | i | -7% | -13 | -25% | ? | ? | -10%[57.5 µM] | -1% | -14%
CCN(CC)S(=O)(=O)c1ccc(N2CCN(CCO)CC2)nc1 | i | 24% | 4 | 26% | -2% | -17% | i | 3% | -12%
Cc1cccc(N2CCN(C(=S)NC3CCCCC3)CC2)c1C | i | 8% | -15 | -32% | -4% | -8% | i | -4% | -4%
N#Cc1ccc(NC(=O)c2cc(=O)c3ccccc3o2)cc1 | i | -12% | -5 | 4% | 0%[7.66 µM] | 4% | -23% | 1% | 4%
FC(F)(F)c1cnc(Sc2nnc(-c3cccs3)n2CC2CCCO2)c(Cl)c1 (configuration not stated) | i | -18% | -4 | 20% | -11% | 13% | -20% | 2% | 7%
COc1ccc([C@H]2CC(=O)C=C(c3cccc4c3Oc3ccccc3S4)C2)cc1 | i | 0% | 17 | 15% | ? | 15% | i | 24% | 6%
Cc1cc(NC(=O)CSc2nc3ccccc3c(=O)n2CCCC(=O)NCc2ccccc2)n[nH]1 | i | 12% | 18 | 5% | -15% | 18% | i | 6% | 1%
